# GAA inhib = alpha-glucosidase (human) inhibition | P10253 | 200,000 compounds, 0.005% hits | purified human GAA, 4-MU-alpha-glucoside fluorescence | Potency, µM (series often up to 76.9 µM), inactives show top-dose activity change, negative = inhibition, most hits filed as inhibitors;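 also: plate controls were uninhibited enzyme wells for no effect and no-enzyme background for full effect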
#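 Endpoint fluorogenic read: 20 min room-temperature reaction of 4 nM human alpha-glucosidase with 400 uM 4-methylumbelliferyl-alpha-D-pyranoside, pH 5.0, quenched with 1M NaOH/1M glycine pH 10. AC50 from Hill modeling.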
# SMN2 splice enh = enhancers of SMN2 splice variant expression; AID 1458; Potency, µM (doses to about 46.1 µM), for the others: at the top dose activity change, positive = activation, actives largely listed as activators; 210,000 compounds, 2.8% hits; HEK293 SMN2-luciferase splicing reporter, luminescence, 30-36 h; also: % of control where 0% means no effect; nearly all actives have a fitted effect of over 55% in size
#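 HEK293 cells carry an SMN2 minigene-luciferase reporter in which exon 7 inclusion puts luciferase in frame. Cells were seeded at 2000 cells/well, attached for 10-12 hours, then exposed to compounds for 30-36 hours at 37C before ONE-Glo luminescence.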
# RGS12 GoLoco inh = RGS12 GoLoco-Gai1 interaction inhibition; P63096; Gai1:RGS12 GoLoco peptide FP, rhodamine, 10 min; 230,000 compounds, 0.44% hits; AID 880; Potency, µM (series often up to 61.6 µM), inactives show top-dose activity, negative = inhibition, most hits filed as inhibitors; active = well fitted inhibition curve with a large enough effect, not every such curve was filed as active; inactive = no such curve, though single readings can be large or run the other way; also: % is scaled to controls: 0 for no effect and ±100 for the full control effect; nearly all actives have a fitted effect of over 30% in size; many of its hits are not listed in these tables
# Target sequence (P63096 whole entry, looked up): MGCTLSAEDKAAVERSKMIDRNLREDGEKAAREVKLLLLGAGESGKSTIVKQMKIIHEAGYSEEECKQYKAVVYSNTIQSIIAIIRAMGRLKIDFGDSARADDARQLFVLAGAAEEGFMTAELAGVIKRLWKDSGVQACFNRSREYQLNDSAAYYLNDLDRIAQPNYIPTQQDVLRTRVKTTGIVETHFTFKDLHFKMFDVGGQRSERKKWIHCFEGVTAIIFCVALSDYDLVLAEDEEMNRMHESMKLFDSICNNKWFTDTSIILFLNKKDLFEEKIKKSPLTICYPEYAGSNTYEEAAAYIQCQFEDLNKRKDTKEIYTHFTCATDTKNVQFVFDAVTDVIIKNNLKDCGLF
# ALDH1A1 inh = inhibitors of human aldehyde dehydrogenase 1A1 | P00352 | Purified ALDH1A1, NADH fluorescence, propionaldehyde substrate | Potency, µM (top dose mostly 75.3 µM), without a hit: top-dose activity, negative = inhibition, hits mostly inhibitors | 220,000 compounds, 7.3% hits; active = well fitted inhibition curve with a large enough effect, not every such curve was filed as active; inconclusive = small, poorly fitted or top-dose-only effect, or another doubt; inactive = no such curve, though single readings can be large or run the other way;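 also: plate controls were no enzyme wells and a reference inhibitor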
# Target sequence (P00352 whole entry, looked up): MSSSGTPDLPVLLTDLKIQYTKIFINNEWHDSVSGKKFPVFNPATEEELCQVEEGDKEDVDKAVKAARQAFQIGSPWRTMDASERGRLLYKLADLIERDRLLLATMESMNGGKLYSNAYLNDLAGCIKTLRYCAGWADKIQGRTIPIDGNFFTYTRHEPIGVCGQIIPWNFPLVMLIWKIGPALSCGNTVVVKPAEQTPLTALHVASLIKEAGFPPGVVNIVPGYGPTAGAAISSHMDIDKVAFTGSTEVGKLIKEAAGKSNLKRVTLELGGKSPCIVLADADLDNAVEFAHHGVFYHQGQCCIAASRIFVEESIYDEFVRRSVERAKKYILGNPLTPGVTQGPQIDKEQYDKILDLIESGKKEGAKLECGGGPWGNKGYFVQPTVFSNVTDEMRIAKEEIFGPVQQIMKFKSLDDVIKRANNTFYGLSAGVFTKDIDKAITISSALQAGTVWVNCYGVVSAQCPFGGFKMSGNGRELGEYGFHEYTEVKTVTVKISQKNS
# GAA glycogen = inhibitors or activators of human alpha-glucosidase glycogen cleavage. recombinant GAA, glycogen substrate, Amplex Red glucose oxidase fluorescence. Potency, µM (doses to about 76.4 µM), for the others: at the highest dose activity change, negative = inhibition, hits mostly inhibitors. 300,000 compounds, 0.38% hits;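 also: 0% = full enzyme reaction and -100% = no-enzyme basal signal; the screen sought inhibitors and activators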
#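 Natural-substrate format: glycogen cleavage by 4 nM human enzyme, glucose read by Amplex Red coupling (Ex 573, Em 610 nm). Normalized to enzyme and no-enzyme controls.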
# GLA spleen mod = alpha-galactosidase A (human) modulation. P06280. human spleen homogenate, 4MU-alpha-Gal fluorescence, 40 min. Potency, µM (titrated, usually from 80 µM), without a hit: at the top dose activity change, negative = inhibition, most hits filed as inhibitors. 240,000 compounds, 0.008% hits. AID 2107;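 also: 0% = enzyme with vehicle and -100% = no enzyme basal signal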
#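 Fluorogenic readout (Ex 365/Em 440 nm) of 4-methylumbelliferone released from 1 mM 4-MU-alpha-galactoside by spleen homogenate, 40 min at 37C, pH 5.0. Data normalized to no-enzyme and enzyme controls; Hill-equation AC50 from compound titrations.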
# aGlu spleen mod = inhibits or activates alpha-glucosidase in human spleen homogenate | 240,000 compounds, 0.006% hits | Potency, µM (highest dose often 79.9 µM), inactives show at the top dose activity change, negative = inhibition, actives largely listed as inhibitors | P10253 | human spleen homogenate, 4-MU-alpha-glucoside fluorescence;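 also: 0% = enzyme with vehicle and -100% = no enzyme basal signal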
#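 Enzyme source: human spleen homogenate, 1 ug/well. Buffer 50 mM citric acid/K phosphate pH 5.0, 0.01% Tween-20. 4-MU-alpha-glucoside 1 mM; 37 C x 40 min; NaOH/glycine stop; fluorescence.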
# KDM4E inh = JMJD2E (human) inhibition. Potency, µM (top dose mostly 57.1 µM), inactives show at the top dose activity change, negative = inhibition, hits mostly inhibitors. 230,000 compounds, 1.6% hits. JMJD2E catalytic domain, FDH-coupled NADH fluorescence (FDH is formaldehyde dehydrogenase). AID 2147; active = well fitted inhibition curve with a large enough effect, not every such curve was filed as active; inconclusive = small, poorly fitted or top-dose-only effect, or another doubt; inactive = no such curve, though single readings can be large or run the other way;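 also: 0% = wells with enzyme and -100% = buffer wells without enzyme; nearly all actives have a fitted effect of over 50% in size; many of its hits are not listed in these tables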
# Numbers without * were called inactive; ? = inconclusive; . = no result given; [ ] = dose if it differs, or a comment. Unless noted, calls follow the shape of the dose curve; as a rule, active = well fitted curve in the direction sought with a large enough effect; inconclusive = small, poorly fitted or top-dose-only effect, or another doubt; inactive = no such curve, though single readings can be large; an effect the other way counts as inactive or inconclusive. Potency is read from the fitted curve at half-maximal effect.
SMILES,GAA inhib,SMN2 splice enh,RGS12 GoLoco inh,ALDH1A1 inh,GAA glycogen,GLA spleen mod,aGlu spleen mod,KDM4E inh
CCc1nnc(SCC(=O)N2CCCc3ccccc32)nc1CC,-1%,-23%,6%,2%,-2%,7%,-1%,-3%
COc1ccccc1-c1cncnc1N1CCN(C)CC1,.,.,3%,1%,.,-1%,9%,.
COc1ccc(C(=O)Oc2ccc(/C=N/NC(=O)Cc3ccc([N+](=O)[O-])cc3)cc2)cc1,4%,-4%,0%,3%,3%,7%,7%,2%
COc1c(Cl)cc(-c2noc(C)c2C(=O)NCc2ccccc2)cc1Cl,-6%,-15%,-5%,?,1%,2%,-2%,0%
CCCCN(CC)S(=O)(=O)c1ccc(C(=O)Nc2nnc(-c3ccccc3Cl)o2)cc1,-4%,-80%[inhibitor],-12%,17%,1%,0%,-2%,-25%
c1coc(Cn2nnnc2CN2CCN(C3CCCCC3)CC2)c1,-8%,-3%,2%,-2%,0%,4%,-1%,-1%
O=C(NCCN1C(=O)S/C(=C\c2ccc(F)cc2)C1=O)c1cccc(S(=O)(=O)N2CCOCC2)c1,4%,15%,-17%,-8%,-4%,5%,0%,?
Cc1[nH]nc2c1C(Cc1ccccc1)C(C#N)=C(N)O2 (stereo unspecified),0%,-5%,-4%,-12%,-27%,10%,4%,-4%
CN(CCN(C)C(C)(C)C)C(=O)C(c1ccccc1)c1ccccc1,.,.,-1%,.,3%,-6%,-6%,?
CN(C)CCCNCC(=O)Nc1ccccc1N1CCOCC1,?,-15%,3%,-29%,2%,1%,-1%,?
CCOc1ccc(CN2CCC(=O)NC2=O)cc1,-2%,.,.,2%,9%,-2%,2%,4%
O=C(Nc1cccc(F)c1)N1CCC2(CC1)CCN(C(=O)c1cnccn1)CC2,.,-11%,-1%,14%,.,-1%,-7%,.
Cc1noc(C)c1S(=O)(=O)N1CCC(C(=O)NCCC2=CCCCC2)CC1,-7%,-14%,-7%,1%,-5%,2%,-6%,5%
CCCSc1nc2c(c(=O)[nH]c(=O)n2C)n1C,2%,4%,9%,3%,-8%,4%,0%,0%
CC(=O)/C(=C\c1ccccc1)CC(=O)O,.,-9%,2%,4%,.,-2%,-10%,-11%
COc1cccc(C(=O)n2c(SC)nc3cc4c(cc32)OCCO4)c1,-3%,12%,-8%,-3%,-10%,10%,-2%,10%
CN(C)CCn1c(=S)[nH]c2ncccc2c1=O,8%,-6%,3%,-7%,0%,-12%,-6%,?
Cc1cc2c3c(c1C)C(=O)C(=O)N3C(C)(C)CC2C (stereo unspecified),2%,.,7%,2%,0%,-3%,-1%,13%
COc1ccc(-c2nnc(SCC(=O)c3[nH]c(C)c(C(C)=O)c3C)o2)cc1,7%,.,10%,1%,1%,-5%,-4%,2%
COCCn1nnnc1C(c1ccc(OC)cc1OC)N1CCN(c2ccccc2F)CC1 (stereo unspecified),-3%,.,.,-9%,3%,-2%,5%,-9%
CCCCOCCCNC(=O)N[C@H](C(=O)OC)C(C)C,-4%,3%,5%,0%,-2%,3%,-1%,10%
Cn1c(=O)c2c(nc(SC3C(=O)CC(C)(C)CC3=O)n2C)n(C)c1=O,-5%,0%,3%,-22%,-2%,6%,-2%,-3%
COc1ccc(OC)c(NC(=O)C2CCC(CNc3c(N4CCC(C)CC4)c(=O)c3=O)CC2)c1 (stereo unspecified),-3%,16µM*,10%,2%,14%,-4%,-18%,-6%
S=C(NCc1cccs1)Nc1cc(Cl)cc(Cl)c1,-9%,.,10%,?,-20%,-1%,8%,-7%
Cc1c(C(=O)NC(C)CN2CCCCC2)oc2ccccc12 (stereo unspecified),-4%,-2%,8%,3%,7%,-11%,-7%,0%
COC(=O)c1c(C)[nH]c(C)c1-c1ccccc1,-4%,-14%,-1%,3%,5%,-5%,-8%,7%
CCOc1cc(NC(=O)C2CC2)c(OCC)cc1NC(=O)c1ccccn1,9%,-2%,10%,-5%,2%,-2%,-8%,3%
Cc1ccccc1S(=O)(=O)Nc1nc2ccccc2nc1Cl,1%,-7%,-11%,?,1%,3%,-11%,7%
O=C(CN(Cc1cccs1)C(=O)CNS(=O)(=O)c1ccc(F)cc1)NCC1CCCO1 (stereo unspecified),-4%,14%,3%,-4%,6%,-2%,3%,11%
COc1ccc(NC(=O)C(Sc2nnc3ccccn23)c2ccccc2)cc1Cl (stereo unspecified),0%,-11%,10%,?,-5%,5%,0%,-6%
C=CCN1C2=NCCCN2c2ccccc21,.,.,9%,.,4%,-6%,-2%,6%
CCOC(=O)c1[nH]c2cc(OC)c(OC)cc2c1NC(=O)c1nonc1C,0%,-7%,7%,9%,3%,-21%,2%,2%
COC(=O)CC1C(C)(C)C(OC(C)=O)C2[C@H](OC(C)=O)[C@]34O[C@]2(O)[C@]1(C)C3CC[C@]1(C)C4=CC(=O)OC1c1ccoc1 (stereo partly specified),.,-48%[inhibitor],0%,10%,.,2%,-4%,-7%
CCOC(=O)/C(=C\c1cn(C)c2ccccc12)[N+](=O)[O-],2%,6%,6%,6.3µM*,6%,6%,-2%,-1%
CCOc1ccc2[nH]c(C)cc(=O)c2c1,3%,-3%,3%,?,1%,4%,-5%,?
Cc1cc(=O)oc2cc(OCC(=O)Nc3nnc(C(C)C)s3)ccc12,12%,6%,31%[activator],?,5%,16%,5%,?
CC(C)n1c(=S)[nH]c2c1c(=O)[nH]c(=O)n2C,2%,16%,10µM*,2µM*,-20%,5%,-5%,7.9µM*
CCCNC(=O)COC(=O)c1cc(-c2ccc(OC)cc2)nc2ccccc12,?,3%,4%,?,9%,7%,2%,?
Cc1cc(C)cc(N(CC(=O)N2CCn3c2nc2ccccc23)S(=O)(=O)c2c(C)noc2C)c1,3%,9%,5%,-10%,-25%,0%,3%,5%
CN(C(=O)CSc1nc2cc(Cl)ccc2c(=O)n1Cc1ccco1)C1CCS(=O)(=O)C1 (stereo unspecified),-8%,-3%,17%,?,6%,-3%,.,1%
COc1cccc(NC(=O)CC(C)=O)c1,3%,1%,-5%,12%,-2%,2%,-2%,0%
Cc1cc(NC(=S)Nc2ccc(C)c(Cl)c2)n[nH]1,3%,18µM*,9%,1.4µM*,?,-7%,-2%,-3%
CC(=O)COC(=O)c1cc(-c2ccc(C)cc2)nc2ccccc12,6%,.,-2%,?,-15%,8%,1%,?
CCc1nnc(NC(=O)Cn2nc(-c3ccc(OC)c(OC)c3)ccc2=O)s1,4%,1%,11%,2%,7%,2%,3%,13%
Cc1cc(N/N=C/c2ccc(N(C)C)cc2)nc(NCc2ccccc2)n1,.,.,14%,.,-12%,10%,4%,?
CN(C)c1nnnn1-c1cccc(Oc2ncc(C(F)(F)F)cc2Cl)c1,-15%,-24%,-9%,?,-14%,-6%,1%,4%
Cc1ccn2c(NC(=O)c3ccco3)c(-c3ccccc3)nc2c1,1%,1%,2%,3%,-13%,-1%,-2%,10%
Cc1ccc(-n2nc3c(c2NC(=O)CCC2CCCCC2)CS(=O)C3)cc1 (stereo unspecified),?,26%,5%,?,3%,-6%,-3%,-6%
CCc1cc2c(SCC#N)ncnc2s1,4%,-7%,18%,-14%,13%,-2%,-2%,20%
Cc1cc(Cl)c(S(N)(=O)=O)cc1OCC(N)=O,0%,2%,-2%,9%,-3%,2%,-2%,5%
COc1cc(C(=O)OCC(=O)Nc2c(F)c(F)c(F)c(F)c2F)cc(OC)c1OC,-6%,-8%,-1%,7%,0%,-6%,1%,-3%
O=C(NC1CCCC1)C(NS(=O)(=O)c1cccc2nsnc12)c1ccccc1 (stereo unspecified),-10%,-15%,3%,-1%,0%,8%,3%,2%
CC(=O)c1c(C)[nH]c(C(=O)NCc2cccs2)c1C,4%,7%,15%,-13%,8%,0%,1%,3%
Cc1c(Br)c(C(F)(F)F)nn1CC(=O)NCCN1CCOCC1,-2%,-2%,10%,-1%,13%,-7%,-3%,1%
COc1ccc(N2Cc3cccc(C(=O)N4CCOCC4)c3C2=O)cc1,-1%,-23%,7%,2%,-2%,-6%,-5%,-12%
Cc1ccc(S(=O)(=O)N(C)C2(C)CCS(=O)(=O)C2)cc1 (stereo unspecified),-3%,-8%,-3%,-4%,-1%,-3%,-7%,3%
c1ccc(Cn2nnnc2CN2CCOCC2)cc1,-1%,-8%,7%,-2%,2%,3%,-4%,7%
O=C(c1ccccc1)N1CCN(C(=O)C23CC4CC(CC(C4)C2)C3)CC1,4%,-11%,7%,25µM*,5%,-16%,-11%,?
CCOC(=O)c1sc(=NC(=O)/C=C/c2cccs2)n(C)c1C,0%,?,9%,?,-7%,7%,.,?
Cc1onc(-c2c(F)cccc2Cl)c1C(=O)NCCc1ccc(S(N)(=O)=O)cc1,10%,6%,-6%,10%,-2%,2%,-4%,4%

# One compound at a time, as listed above. Order of screens: GAA inhib | SMN2 splice enh | RGS12 GoLoco inh | ALDH1A1 inh | GAA glycogen | GLA spleen mod | aGlu spleen mod | KDM4E inh
# Shown for `O=C(NC1CCCC1)C(NS(=O)(=O)c1cccc2nsnc12)c1ccccc1` (stereo unspecified) : -10% | -15% | 3% | -1% | 0% | 8% | 3% | 2%
# Shown for `Cc1cc(Cl)c(S(N)(=O)=O)cc1OCC(N)=O` : 0% | 2% | -2% | 9% | -3% | 2% | -2% | 5%

# The listing picks up with the 2 entries that preceded the break.
SMILES,GAA inhib,SMN2 splice enh,RGS12 GoLoco inh,ALDH1A1 inh,GAA glycogen,GLA spleen mod,aGlu spleen mod,KDM4E inh
CCOC(=O)c1sc(=NC(=O)/C=C/c2cccs2)n(C)c1C,0%,?,9%,?,-7%,7%,.,?
Cc1onc(-c2c(F)cccc2Cl)c1C(=O)NCCc1ccc(S(N)(=O)=O)cc1,10%,6%,-6%,10%,-2%,2%,-4%,4%
COc1cc(NC(=O)c2ccc([N+](=O)[O-])cc2)ccc1NC(=O)C(C)C,0%,.,6%,0%,0%,1%,4%,3%
[O-]C1=N/[N+](=C/c2ccc(Cl)c(Cl)c2)CC1,9%,-12%,3%,?,?,-6%,-17%,0%
O=C1N/C(=C/c2ccc(N3CCOCC3)cc2)C(=O)N1Cc1ccc(F)cc1,5%,-5%,7%,-8%,4%,5%,-17%,0%
Cn1c2c(c(=O)n(C)c1=O)CN(CC1CCCO1)CN2 (stereo unspecified),2%,.,.,-3%,-5%,-3%,5%,1%

# Compound activity: PubChem BioAssay, National Center for Advancing Translational Sciences (NCATS)

# An excerpt; count on the stated rates, not on these rows.
